Screening data (PubChem BioAssay)
14-3-3 PPI – alters human 14-3-3 gamma binding to Raf peptide; P61981; FP, 14-3-3gamma / TMR-pS259-Raf peptide binding; inhibition, % at 40 µM; 160,000 tested, 0.19% active; in the data active = inhibition above about 30%;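 also: 0% = protein plus tracer without compound and 100% = blank with tracer alone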
Target sequence (P61981 whole entry, looked up): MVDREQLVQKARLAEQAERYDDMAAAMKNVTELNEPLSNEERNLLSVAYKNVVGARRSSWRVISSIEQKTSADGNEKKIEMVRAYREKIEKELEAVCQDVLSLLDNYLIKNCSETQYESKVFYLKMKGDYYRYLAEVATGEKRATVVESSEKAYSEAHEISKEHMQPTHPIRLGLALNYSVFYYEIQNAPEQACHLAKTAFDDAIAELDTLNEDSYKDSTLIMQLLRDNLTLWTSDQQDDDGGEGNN
Starred values were filed as active, the others as inactive; & = joins results of further samples. These rows are one share of the data; the hit share may differ from the screen's.

SMILES	14-3-3 PPI
Cc1ccccc1OCC(O)Cn1c(N2CCN(c3ccccc3)CC2)nc2c1c(=O)[nH]c(=O)n2C (stereo unspecified)	15.7
CC(C)C(=O)NC(c1ccc(N(C)C)cc1)c1ccc2cccnc2c1O (stereo unspecified)	0.3
Cc1cc(NC(=O)c2ocnc2C)no1	-1.9
O=C(Nc1cc(NC(=O)c2ccccc2)cc(Oc2ccc(O)cc2)c1)c1ccccc1	-25.0
Cc1ccc(CNC(=O)CNS(=O)(=O)c2ccc(Br)s2)cc1	-3.5
Cc1cc2ccccc2c(=O)n1CC(=O)NCC(=O)N1CCCC(C)C1 (stereo unspecified)	-8.8
COc1ccc(OC)c(NS(=O)(=O)c2ccc3c(c2)n(C)c(=O)n3C)c1	-10.1
O=c1[nH]n(-c2ccccn2)c(=O)c2ccccc12	-6.2
O=C(O)CCCC(=O)Nc1ccc(N2CCCC2)cc1	-4.3
O=C1CSC(c2cccc(F)c2)N1c1ccc2ccccc2c1 (stereo unspecified)	-4.4
CCOC(=O)c1c(NC(=O)c2ccco2)sc2c1CCCCC2	-2.7
CSC1=NC(=Cc2cc(Br)ccc2OCC(=O)O)C(=O)S1	-22.2
COC(=O)C(C)c1nc2sc3c(c2c(=O)n1-c1ccccc1)CC(C(C)C)OC3 (stereo unspecified)	-8.8
CCOC(=O)C(NC(=O)c1ccccc1F)(Nc1cc(C)on1)C(F)(F)F (stereo unspecified)	-0.2
CC(=O)NC(=Nc1nc(C)c2cc(C)ccc2n1)NC(C)=O	-9.0

In a second layout: entries from further up
structure | 14-3-3 PPI
CC(=O)NC(=Nc1nc(C)c2cc(C)ccc2n1)NC(C)=O | -9.0
CCOC(=O)C(NC(=O)c1ccccc1F)(Nc1cc(C)on1)C(F)(F)F (stereo unspecified) | -0.2
CCOC(=O)c1c(NC(=O)c2ccco2)sc2c1CCCCC2 | -2.7

Continuation:
SMILES	14-3-3 PPI
COCCN(C(=O)Cn1nnc2ccccc21)C(C(=O)NC1CCCC1)c1cc(OC)ccc1OC (stereo unspecified)	6.6
Cc1ccccc1-c1nc(-c2ccccn2)no1	-6.2
COC(=O)c1cn(C(=O)COc2cc(C)c(Cl)c(C)c2)c2ccccc12	-5.2
O=C(Nc1ccc(OC(F)(F)C(F)F)c(NC(=O)c2cccc([N+](=O)[O-])c2)c1)c1cccc([N+](=O)[O-])c1	2.6
Cc1cc(C)c2c(CC(=O)Nc3ccc(Cl)cn3)coc2c1	-4.5
Cn1c(NCc2ccccc2)cc(=O)n(C)c1=O	-6.9
COc1ccccc1NC(=O)COc1cccc(-n2cnnn2)c1	-12.4
Cc1cccc(Cc2c(C)nc3c(C(=O)NCC4CCCO4)cnn3c2C)c1 (stereo unspecified)	0.6
O=C(c1cc2ccccc2o1)N1CCCCCC1	-0.2
CCOc1ccc(N2C(=O)CC(N3CCN(C)CC3)C2=O)cc1 (stereo unspecified)	-3.7
Cc1ccc(S(=O)(=O)Nc2ccccc2CNc2cccc(Br)c2)cc1	-4.5
CCCS(=O)(=O)c1c(S(=O)(=O)CCC)c2c3ccccc3ccn2c1C(=O)c1ccc(Br)cc1	-13.5
CCc1ccc(C2CC(c3ccc(F)cc3)Nc3nc(N)nn32)cc1 (stereo unspecified)	-3.5
O=C(CCCc1ccccc1)NCc1cn2ccsc2n1	-5.0
CC(=O)N1CCc2cc(Br)cc(S(=O)(=O)N3CCC(C(=O)Nc4cccc(Cl)c4)CC3)c21	-28.9

2 entries from above, with each value named:
O=C(Nc1cc(NC(=O)c2ccccc2)cc(Oc2ccc(O)cc2)c1)c1ccccc1
  14-3-3 PPI: -25.0

Cc1cc(NC(=O)c2ocnc2C)no1
  14-3-3 PPI: -1.9

Next compounds
SMILES	14-3-3 PPI
Cc1cc(C)n2nc(N)c(N)c2n1	14.5
CCOC(=O)C1CCN(S(=O)(=O)c2cc(Br)cc3c2N(C(=O)C2CC2)CC3)CC1	-9.8
O=C(CC1Nc2c3ccccc3nc(=S)n2C1=O)NCc1ccc2c(c1)OCO2 (stereo unspecified)	-12.4
Cc1ccc(C)c(S(=O)(=O)n2cnc3ccccc32)c1	0.5
Cc1ccc(NCc2nnc(SCC(=O)Nc3ncc(C)s3)n2Cc2ccco2)c(C)c1	-7.4
CCOC(=O)c1ccc(N2C(=O)C3ON(c4ccc(Cl)cc4)C(c4ccco4)C3C2=O)cc1 (stereo unspecified)	15.5
Nc1nc(N2CCN(C/C=C/c3ccccc3)CC2)nc2ccccc12	-4.1
Cc1ccc(NC2=NC(C(=O)Nc3ccc(C)c(C)c3)CC(=O)N2)cc1 (stereo unspecified)	0.5
COc1ccc(C2=Nn3c(nnc3-c3cccnc3)SC2)cc1OC	-4.2
CCC(=O)N1CCc2cc(Br)cc(S(=O)(=O)Nc3cccc(F)c3)c21	0.8
COCCN1C(=O)c2ccccc2C(C(=O)Nc2ccc(C)c(F)c2)C1c1cn(C)c2ccccc12 (stereo unspecified)	1.2
CCOC(=O)C1=C(C)N=C2SC(CC)C(=O)N2C1c1ccc(Br)cc1 (stereo unspecified)	-7.8
CCOC(=O)C1=CN(C)C=C(C(=O)OCC)C1c1ccc(O)c(OC)c1	-2.9
CC(C)CNC(=O)C1CCN(c2ccc(S(=O)(=O)N3CCOCC3)cc2Cl)CC1	6.6
Cn1c(Cn2c(=O)sc3ccccc32)nnc1SCC(=O)NC1CCCC1	-5.1
COC(=O)C1=C(C)n2nnnc2NC1c1ccc(Cl)cc1 (stereo unspecified)	4.7
Cc1nc(Oc2ccc(F)cc2)c(C(=O)NCc2ccccc2)c(C)c1Cl	4.9
O=C(CSc1nc(-c2ccco2)cc(C(F)(F)F)n1)N1CCN(Cc2ccccc2)CC1	-8.0
CCCCN(C)S(=O)(=O)c1ccc(C(=O)Nc2nc3c(s2)CSc2ccccc2-3)cc1	-148.2
CC(=O)N1c2c(cc(Br)cc2S(=O)(=O)Nc2ccc(C)cc2Cl)CC1C (stereo unspecified)	-5.7
Cc1cc2c(c(C)c1Cl)CN(Cc1ccc(F)cc1)CO2	3.5
COc1cccc(-c2nn(C)c3sc(C(=O)Nc4ccc(OC)cc4OC)cc23)c1	3.0
CCOc1cc(C(=O)N2CCN=C2SC)cc(OCC)c1OCC	8.3&4.5
CCCC1=NC(C)(C)Cc2cc(OC)c(OC)cc21	-9.4
COc1cc(C2C(C#N)=C(N)Oc3cc(C)n(CCN4CCOCC4)c(=O)c32)cc(OC)c1OC (stereo unspecified)	1.4
O=C1C(Cl)=C(Sc2n[nH]c(=O)[nH]c2=O)C(=O)N1Cc1ccccc1	-8.1
CC(C)c1ccc(-c2csc(NC(=O)c3cccc(Br)c3)n2)cc1	-6.0
O=C(Nc1c(Cl)cc(Cl)cc1C(=O)NCC1CCCO1)c1ccco1 (stereo unspecified)	-7.6
COc1cc(C=Nc2ccc(F)cc2)ccc1O	-4.6
CCOCCCn1c(=N)c(C(=O)NC2CCCCC2)cc2c(=O)n3cccc(C)c3nc21	-10.8
N.N.O=C(O)C1(C(=O)O)CCC1.[Pt+2]	5.1
Cc1ccccc1CNC(=O)C(C)N(c1ccccc1)S(C)(=O)=O (stereo unspecified)	-5.5
O=C(CCc1nc2ccccc2s1)OCC(=O)N1CCN(C(=O)c2ccco2)CC1	-6.2
O=C(NCCCN1CCN(Cc2ccccc2Cl)CC1)Nc1ccccc1	5.1
CCC(Sc1nc2ccccc2c2nc3ccccc3n12)C(=O)Nc1cccc(OC)c1 (stereo unspecified)	-4.5
Cc1cc(Nc2ccc(N3C(=O)C4CC=CCC4C3=O)cc2[N+](=O)[O-])no1 (stereo unspecified)	-4.2
C=CCNc1nc(-c2sc(NC(=O)CC)nc2C)cs1	-2.7&-9.1
CCOC(=O)C1=C(C)Nc2nc(SCc3ccccc3)nn2C1c1ccc(F)cc1 (stereo unspecified)	-2.0
O=C(Oc1ccc(-c2cnc3ccccc3n2)cc1)c1ccc(F)cc1	0.9
CCOC(=O)c1cnc2c(C)cc(C)cc2c1Nc1cccc(OC)c1	-2.4
COc1cc2c(cc1OC)C(c1cccnc1)CC(=O)N2 (stereo unspecified)	2.3
N#Cc1nc(COc2ccc(Br)cc2)oc1N1CCCCC1	3.9
Cc1nc(S(=O)(=O)N(C)c2ccccc2)c(C#N)c(C)c1Cl	1.4
Cc1cccc(-n2nc3c(c2NC(=O)c2ccc4c(c2)OCO4)CS(=O)(=O)C3)c1C	2.7
COc1cc(OC)c(C2CC(=O)N3CN(c4ccccc4C)CSC3=C2C#N)cc1OC (stereo unspecified)	0.3
O=C(OCc1ccco1)c1cc2ccccc2oc1=O	-34.3
COc1ccc(-n2nc(C(=O)N3CCOCC3)c3ccccc3c2=O)cc1	2.1
COc1ccc(S(=O)(=O)N(c2cccc(C)n2)S(=O)(=O)c2ccc(OC)cc2)cc1	4.5
O=C(c1ccc2c(c1)N(Cc1ccccc1Cl)C(=O)CS2)N1CCCC1	-9.4
CCC1(C)Cc2c(sc3nc(SCC(=O)c4ccc(Br)cc4)nc(N)c23)CO1 (stereo unspecified)	-11.7
COc1cc(Br)cc(C=Nc2ccc(-c3nc4c(C)cccc4o3)cc2)c1O	-113.4
Cc1cc(C)cc(OCc2nnc(SCC(=O)c3ccccc3)o2)c1	-2.9
Cc1nc(COC(=O)c2ccc(CO)cc2)cs1	-3.0
CCOc1ccc(-n2c(=O)c3c(C)c(C)sc3n(CC(=O)Nc3cc(OC)ccc3OC)c2=O)cc1	0.9
Cc1cc(N2C(=O)C3C4CCC(C4)C3C2=O)ccc1N1C(=O)c2ccc(Cl)cc2C1=O (stereo unspecified)	-3.1
CCc1ccc(NC(=O)c2ccc(F)c(S(=O)(=O)N(CC)c3ccccc3)c2)cc1	-11.2
CCOc1cccc2cc(C(=O)Nc3nccs3)c(=Nc3cc(C)ccc3C)oc12	6.0
CCOC(=O)c1ccc(NC(=O)C2CC(=O)N(C)C(=Nc3ccc(C)c(C)c3)S2)cc1 (stereo unspecified)	6.2
N=c1oc2cc(O)ccc2cc1C(=O)Nc1ccc(F)cc1	-16.9
CCOC(=O)C(=O)NCCc1ccc(OC)c(OC)c1	-1.2
Following part:
SMILES	14-3-3 PPI
CCS(=O)(=O)N1Cc2ccccc2CC1C(=O)N1CCN(c2ccccc2)CC1 (stereo unspecified)	-0.7
CCCCOc1ccccc1C1NC(=O)NC(C)=C1C(=O)OCCOC (stereo unspecified)	0.6
OCCN1CCN(CC(O)Cn2c3ccccc3c3ccccc32)CC1 (stereo unspecified)	-1.8
COc1ccc(Br)cc1CNC(=O)CCCc1cn(C)c2ccccc12	-7.8
CCOc1ccc(C(=O)Oc2cccc3cccnc23)cc1Br	-0.7
O=C1CCCCCCC1S(=O)(=O)Cc1ccccc1 (stereo unspecified)	-4.2
CCOc1ccc2c(c1)c1nnc(SCC(=O)N3CCC(C)CC3)nc1n2C	3.5
Cc1c2c(nc3nc4ccccc4n13)CCCC2=O	-7.1
Cc1csc(SCCN2C(=O)c3ccccc3C2=O)n1	-4.8
CC(C)c1ccc(NC(=O)c2ccc(F)c(S(=O)(=O)N3CCN(c4ccccc4F)CC3)c2)cc1	-3.0
COc1cccc2[nH]c3c(N4CCCC(C)C4)ncnc3c12 (stereo unspecified)	-8.9
CN(Cc1ccccc1)C(=O)c1cc2c(=O)[nH]c3ccccc3c2s1	-56.2
CCc1nc(SCC(=O)Nc2cccc(C)c2)n[nH]1	1.7
COc1ccc(CNC(=O)C2CCC(Cn3c(=S)[nH]c4ccccc4c3=O)CC2)cc1 (stereo unspecified)	0.5
CCC(CC)c1nc(Nc2ccccc2)c2ccccc2n1	-30.1

Look-ups from above.
For 14-3-3 PPI, Cc1c2c(nc3nc4ccccc4n13)CCCC2=O reads -7.1
For 14-3-3 PPI, CCOc1ccc(C(=O)Oc2cccc3cccnc23)cc1Br reads -0.7

The listing continues:
SMILES	14-3-3 PPI
COc1cccc(NC(=O)CCN2C(=O)c3cccc([N+](=O)[O-])c3C2=O)c1	-6.2
CC(=O)N1CCc2cc(S(=O)(=O)CCC(=O)NCc3cccs3)ccc21	-3.5
O=C(NCc1ccco1)c1noc2c1CCCC2	-11.1&-1.4
O=Nc1ccc2oc(=O)ccc2c1	-0.3
N[C@@H](Cc1ccc(O)c(I)c1)C(=O)O	-0.1&-0.3
COc1ccc(S(=O)(=O)N2CCC(C(=O)Nc3cccc(C(C)=O)c3)CC2)cc1	-9.1
Cc1cc(=O)oc2cc(OCC(=O)NCCCN3CCOCC3)ccc12	11.0
COc1cc(C(=O)Oc2ccccc2)ccc1OCc1c(C)noc1C	-3.0
Cc1ccc(C(C)C)c(OCCNC(=O)c2ccccc2Cl)c1	-3.2
O=C(Nc1ccccc1)c1cccc(S(=O)(=O)NCC23CC4CC(CC(C4)C2)C3)c1	10.1
O=C1c2ccccc2C(=O)N1c1ccc(NC(=O)C23CC4CC(CC(C4)C2)C3)cc1	-0.1
O=C(OCc1ccco1)c1cccnc1	-8.7
O=S(=O)(Nc1ccc(SC(F)F)cc1)c1cccc2cccnc12	-11.4
O=C(O)c1c[nH]c2ccc(S(=O)(=O)NC3CCCCNC3=O)cc2c1=O (stereo unspecified)	-5.1
COc1cc(C2Nc3ccccc3C(=O)N2c2ccc(Cl)cc2)ccc1O (stereo unspecified)	-11.6
N=C1C(c2ccccc2)=C(O)CN1c1ccc2c(c1)OCO2	0.7
O=C(c1ccncc1)N1N=C(C(F)(F)F)CC1(O)C(F)(F)F (stereo unspecified)	-1.2
COc1ccc(C(=O)N2CCN(c3ccc([N+](=O)[O-])cc3)CC2)cc1Cl	-9.9
Cc1ccc(CNC(=O)c2ccc3c(=O)[nH]c4c(C(=O)NC5CCCC5)sc(=S)n4c3c2)cc1	-14.6
O=C(CC(c1ccccc1)c1cc(Br)ccc1O)N1CCNCC1 (stereo unspecified)	-6.7
COCCn1c(N)c(C(=O)OCc2ccccc2)c2nc3ccccc3nc21	-9.9
O=C(CN1C(=O)c2ccccc2S1(=O)=O)NCCSC1CCCCC1	3.2
CCCCOCP(=O)(CCCC)COCCCC	1.7
O=C(CSc1nnnn1-c1ccccc1)N1CCCC1	6.4
Cc1cccc(NC(=O)CSc2nnc(N)s2)c1C	-35.9

Some of the entries so far, field by field.
C=CCNc1nc(-c2sc(NC(=O)CC)nc2C)cs1
  14-3-3 PPI = -2.7&-9.1
CCOC(=O)C1=C(C)Nc2nc(SCc3ccccc3)nn2C1c1ccc(F)cc1 (stereo unspecified)
  14-3-3 PPI = -2.0
